Screens: PubChem, Sanford-Burnham Center for Chemical Genomics
NALP3 yeast inh: NALP3 inhibition in yeast | Yeast reconstituted NLRP3/ASC/caspase-1, beta-gal luminescence, 24 h | inhibition, % at 10 µM | 330,000 tested, 0.39% active | AID 2825;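 active means inhibition of 50% or more; inactive means inhibition below 50%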;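 further: plate controls were induced DMSO wells for no effect and uninduced yeast grown without galactose for full effect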
APJ agonist: agonists of human APJ apelin receptor; P35414; CHO-K1 APJ PathHunter beta-arrestin, luminescence; 0% DMSO wells, 100% apelin; activation, % at 20 µM; 330,000 tested, 0.11% active;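 active means activation more than six SD over the plate average, tested at 20 µM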;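 further: 0% = DMSO alone and 100% = apelin-13 at 10 nM; some results filed as inactive read as strong as hits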
Target sequence (P35414 whole entry, looked up): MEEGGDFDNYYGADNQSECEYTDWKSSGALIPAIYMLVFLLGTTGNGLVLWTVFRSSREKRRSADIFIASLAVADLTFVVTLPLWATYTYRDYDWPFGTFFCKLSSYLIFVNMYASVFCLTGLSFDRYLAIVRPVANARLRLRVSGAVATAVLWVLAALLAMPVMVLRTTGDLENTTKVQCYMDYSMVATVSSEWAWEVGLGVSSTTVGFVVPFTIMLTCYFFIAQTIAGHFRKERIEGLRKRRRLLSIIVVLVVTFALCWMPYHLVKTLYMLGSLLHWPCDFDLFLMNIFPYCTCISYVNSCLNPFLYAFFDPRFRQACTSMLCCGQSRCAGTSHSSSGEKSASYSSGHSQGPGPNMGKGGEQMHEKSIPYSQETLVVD
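Test system: CHO-K1 APJ beta-arrestin complementation cell line. Amount: cell density 1000 per well. Controls: DMSO negative, 10 nM Apelin-13 positive. Signal: luminescent beta-gal fragment complementation, chemiluminescent substrate. Read-out basis: agonist-driven arrestin binding to APJ. Timing: compound stimulation 90 min at 25 °C, detection 60 min.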
tim23-1 inh: growth inhibitors of tim23-1 mutant yeast; S. cerevisiae tim23-1 growth, BacTiter-Glo luminescence, 24 h; inhibition, % at 20 µM; 330,000 tested, 1.3% active; AID 463212;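 active means growth inhibition of the mutant yeast at or above 50%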;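 further: temperature-sensitive mutant grown at 25 °C; plate controls were DMSO-treated mutant yeast for no effect and medium wells lacking yeast for full effect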
GRIN3A LBD mod: modulators (binders) of human NR3A ligand-binding domain | NR3A LBD differential scanning fluorimetry, Tm shift; 0% = protein alone, 100% = glycine-bound protein | Tm shift relative to glycine control, % at 25 µM | 340,000 tested, 2.5% active;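 active means melting temperature shift of at least 10% of the positive control shift, at one fixed dose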
APJ antagonist: blocks the human apelin receptor APJ | CHO-K1 APJ beta-arrestin complementation, luminescence | inhibition, % at 20 µM | 330,000 tested, 0.32% active;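 active means inhibition above about 40% at 20 µM, limit read from the data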;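 further: cells challenged with 10 nM apelin-13 agonist together with compound; plate controls were apelin-13 plus DMSO wells for no effect and DMSO wells lacking apelin-13 for full effect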
MPTP inh: inhibitors of mitochondrial permeability transition pore. isolated mouse mitochondria, Ca2+ swelling absorbance, 30 min. inhibition, % at 10 µM. 360,000 tested, 1.4% active. AID 602449;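 active means inhibition of 50% or more, scaled per plate between neutral and stimulator controls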;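 further: 0% = DMSO wells given calcium and 100% = 1 mM EGTA wells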
TIM10 inh: inhibits growth of TIM10 yeast strain | S. cerevisiae TIM10 strain growth, BacTiter-Glo luminescence, 24 h | inhibition, % at 10 µM | 330,000 tested, 1.4% active;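 active means inhibition of 40% or more at the single tested concentration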;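 further: wild-type TIM10 isogenic control strain grown at permissive 25 °C; 0% = DMSO yeast wells and 100% = minimal medium wells without yeast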
tim10-1 inh: tim10-1 yeast growth inhibition. S. cerevisiae tim10-1 ts strain growth, BacTiter-Glo, 24 h. inhibition, % at 20 µM. 330,000 tested, 2.2% active. AID 463190;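 active means inhibition of at least 40%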;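 further: mutant grown at 25 °C; 0% = DMSO wells with yeast and 100% = wells holding no yeast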
beta cell repl: MIN6 beta-cell proliferation induction | AID 2380 | MIN6 cells proliferation, ATPlite luminescence, 48 h; cells starved in 0.2% serum; 100% = growth in 10% serum | 330,000 tested, 0.29% active | proliferation, % at 10 µM;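 active means compounds whose signal lies at least 3.5 SD above the mean of all wells on their plate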;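 further: 0% = DMSO-treated cells in low-serum medium and 100% = 10% serum control; some compounds called inactive have numbers as strong as hits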
* marks the source's active call; other numbers are inactive results. The order is random. Share with any hit: about 7.2%.

SMILES	NALP3 yeast inh	APJ agonist	tim23-1 inh	GRIN3A LBD mod	APJ antagonist	MPTP inh	TIM10 inh	tim10-1 inh	beta cell repl
Cc1cccc(NC(=O)CNC(=O)c2ccc3nc[nH]c3c2)c1C	13	4	7	2	6	-0.8	4	16	0
O=C(COC(=O)C1=NN(c2ccccc2)C(=O)CC1)Nc1nc(-c2ccc(F)cc2)cs1	9	-1	4	-4	-3	-1.5	0	6	0
CC(=O)N(C)c1ccc(NC(=O)N2CCOCC2)cc1	9	-1	1	0	-10	-1.1	0	-10	0
CN(C(=O)c1ccc2c(c1)OCCO2)c1c(N)n(Cc2ccccc2)c(=O)[nH]c1=O	11	1	44	-3	13	-2.8	11	11	-2
CNS(=O)(=O)c1cccc(C(=O)OCCCOC(=O)c2cccc(S(=O)(=O)NC)c2)c1	13	6	6	1	-29	-1.4	5	7	5
CSc1cccc(NC(=O)/C=C/c2cccc(Cl)c2)c1	19	-1	48	67*	-5	73*	29	16	0
CN(C(=O)COC(=O)c1ccc(S(=O)(=O)N2CCOCC2)cc1)C1CCCCC1	13	-2	20	1	4	0.9	6	37	-2
O=C(NCCCN1CCCC1=O)C(=O)NCC1OCCN1S(=O)(=O)c1ccc(Br)cc1 (stereo not drawn)	3	-3	3	0	-40	0.7	7	2	1
CC(C)c1nnc(NC(=O)CCC(=O)N2CCN(c3cccc(Cl)c3)CC2)s1	-2	-1	11	-2	-2	-1.3	12	10	1
NC(=O)C1CC(=O)N(c2ccc(OCc3ccc(Cl)cc3Cl)cc2)C1 (stereo not drawn)	12	-4	19	-2	-1	2.1	25	21	-3
COc1cc(OC)cc(C(=O)Nc2cccnc2)c1	-8	-3	5	1	3	-1.5	6	-15	-1
Cc1ccc(C)c(S(=O)(=O)Nc2ccc(O)cc2)c1	-3	1	1	4	-29	1.1	9	16	0
COc1ccccc1NC(=O)C1CCN(c2ncccn2)CC1	17	-3	-4	1	12	0.0	-19	15	-1
COc1ccc(NC(=S)N2CCN(C)CC2)cc1	12	1	-10	2	9	1.1	5	-3	-3
CCC(=O)N1CCc2cc(S(=O)(=O)NCCC(=O)NC3CCCc4ccccc43)ccc21 (stereo not drawn)	-2	5	5	0	-26	2.1	-19	-1	-2
COc1ccc(CCN(C(=O)Cn2nnc3ccccc32)C(C(=O)NCC2CCCO2)c2ccncc2)cc1OC (stereo not drawn)	-2	1	-7	-1	-6	3.5	16	11	-2
Cc1ccc(-n2ncc(C#N)c2/N=C/N2CCN(C)CC2)cc1	12	-2	2	3	-2	-1.4	-5	10	-2
Cc1ccccc1C(=O)NC(=S)Nc1ccccc1N1CCCC1	5	-3	47	5	16	-1.6	37	51*	-5
CCn1nnnc1NC(=O)c1cc(OC)c(OC)c(OC)c1	8	0	9	0	9	3.8	6	8	0
Cc1cc(C)cc(N(CC(=O)NCCSc2ccccn2)S(=O)(=O)c2ccccc2)c1	-17	-1	19	-1	43*	6.8	3	14	0
COc1ccccc1CN(C)C(=O)COC(=O)c1cc(C)oc1C	11	-5	15	2	11	0.6	4	24	2
Cc1ccc(S(=O)(=O)N2CCN(C)CC2)cc1	18	-4	4	0	-8	-1.0	-10	-12	1
COc1ccccc1C(=O)Oc1ccc(C(C)(C)C)cc1	18	-4	23	3	1	2.6	21	15	-1
COc1ccc(CN2CCCC(CO)(Cc3ccc(F)cc3F)C2)cc1 (stereo not drawn)	20	-5	10	2	0	2.5	-10	2	-2
CC1=CCC2C(=O)N(c3cccc(C(=O)Nc4ccccc4Cl)c3)C(=O)C2C1 (stereo not drawn)	17	5	20	-1	7	0.4	-6	21	-1

Not a retest: an excerpt of the list.
SMILES	NALP3 yeast inh	APJ agonist	tim23-1 inh	GRIN3A LBD mod	APJ antagonist	MPTP inh	TIM10 inh	tim10-1 inh	beta cell repl
Cc1cccc(NC(=O)CNC(=O)c2ccc3nc[nH]c3c2)c1C	13	4	7	2	6	-0.8	4	16	0
O=C(COC(=O)C1=NN(c2ccccc2)C(=O)CC1)Nc1nc(-c2ccc(F)cc2)cs1	9	-1	4	-4	-3	-1.5	0	6	0

(continued)
SMILES	NALP3 yeast inh	APJ agonist	tim23-1 inh	GRIN3A LBD mod	APJ antagonist	MPTP inh	TIM10 inh	tim10-1 inh	beta cell repl
COc1ccccc1NC(=S)N1C2CCC1CC(NC(=O)NC13CC4CC(CC(C4)C1)C3)C2 (stereo not drawn)	-11	1	-1	0	10	0.4	-2	-9	-1
Cc1cc(-c2ccc(C(C)C)c(S(=O)(=O)NCc3ccco3)c2)on1	0	-3	31	5	-21	-1.3	24	22	0
CC(=O)c1c(C)[nH]c(C(=O)Nc2cc(C)cc(C)c2)c1C	8	-2	14	0	5	2.0	20	5	4
S=c1[nH]nc(Cc2c[nH]c3ccccc23)o1	16	-2	3	2	-9	2.6	-4	-6	-2
Cc1c(N=Cc2ccc[nH]2)c(=O)n(-c2ccccc2)n1C	6	-7	6	0	0	-0.5	6	10	-2
C=CCc1ccc(OCCn2cccc2C=O)c(OC)c1	44	-2	24	0	-39	-0.3	17	16	1
CC(C)C(=O)Nc1ccc(NC(=O)c2ccccn2)cn1	16	-1	23	0	1	0.6	-3	12	-2
COc1cccc(OC)c1-c1nn(-c2ncc(C(F)(F)F)cc2Cl)c(=O)o1	22	1	17	-5	-5	0.1	1	6	-2
O=[N+]([O-])c1ccc(CN2CCN(c3ccccc3Cl)CC2)o1	30	2	28	0	2	-0.3	26	17	1
CC(C)N(N=Nc1ccc([N+](=O)[O-])cc1)C(C)C	13	-3	-1	0	4	6.8	5	16	-2
Cc1ccc(NC(=O)C2CCC(=O)N2)cc1C (stereo not drawn)	-2	-1	11	2	-3	0.2	-1	17	-1
O=[N+]([O-])c1ccc2c(c1Nc1ccccc1Cl)=NC1(CCCCC1)N=2	26	3	25	0	-18	6.2	12	15	-4
c1ccc(Cc2noc(CN3CCC(CN4CCOCC4)CC3)n2)cc1	-6	-2	-9	-5	5	0.9	-11	6	2
CC(=O)N1CCN(C(=O)c2ccc(C(=O)c3ccccc3)cc2)CC1	9	-2	8	-2	8	-0.4	7	-4	7
Nc1cc(S(=O)(=O)Nc2ccc(Cl)cc2)ccc1N1CCOCC1	-1	-7	14	1	-27	91*	-10	-5	-5
CC(=O)NC(=S)Nc1ccc2oc(=O)ccc2c1	14	0	-10	2	13	2.2	8	9	-3
CC(C)CC(NC(=O)c1ccc(Cl)cc1)C(=O)OCc1cc([N+](=O)[O-])cc2c1OCOC2 (stereo not drawn)	16	-1	2	-8	3	1.6	-2	9	0
Cc1ccc(S(=O)(=O)N2CCCN(C(=O)c3ccc(-n4cccn4)cc3)CC2)cc1	21	1	36	1	15	0.9	8	27	-1
COc1ccccc1Cn1c(=S)[nH]c2ccccc2c1=O	16	0	0	0	5	0.8	-4	11	-1
Cc1cc(C)c(OCC(=O)Nc2nc(-c3ccccn3)cs2)c(C)c1	2	-4	10	-9	-9	-0.6	10	-30	-7
CCOc1cc(S(=O)(=O)NCc2ccccc2)c(OCC)cc1-n1cnnn1	-7	-1	0	5	10	-1.9	4	23	1
CCc1cc2cc(C)ccc2nc1SCC(=O)N1CC(=O)Nc2ccccc21	5	-1	33	-15	5	0.5	-1	11	-3
CCCCOc1ccc(CON(C(C)=O)C(C)=O)cc1Cl	-3	-6	27	-2	-15	0.5	4	20	-2
CCOC(=O)N1CCN(Cc2nc(-c3ccc(OC)cc3)no2)CC1	5	-3	11	0	16	-2.7	6	22	-3
COC(=O)[C@@]12CCCCN1[C@H](c1ccc(-c3ccccc3)c(OC)c1)[C@H]1C(=O)N(C)C(=O)[C@H]12	12	1	0	-2	7	0.5	7	1	-6

The listing continues.
SMILES	NALP3 yeast inh	APJ agonist	tim23-1 inh	GRIN3A LBD mod	APJ antagonist	MPTP inh	TIM10 inh	tim10-1 inh	beta cell repl
CC(C)N(C(=O)NC(=O)Nc1ccccn1)S(C)(=O)=O	3	-2	1	0	1	-1.3	1	2	4
COc1ccc(CNC(=O)N[C@@H](Cc2c[nH]c3ccccc23)C(=O)O)cc1	6	-4	24	0	11	-0.3	9	-8	-3
Cc1cc(C)cc(CC2CC(=O)N(c3ccc(Cl)cn3)C2=O)c1 (stereo not drawn)	25	-2	48	1	2	-0.7	51*	29	3
CCOC(=O)c1c(NC(=S)NCc2ccccc2)sc2c1CCN(C(=O)OCC)C2	6	-2	5	-8	4	15	-13	18	-2
Cc1cc(Nc2cccc([N+](=O)[O-])c2)c2cccc(C)c2n1	2	0	7	1	10	8.4	20	18	-2
O=C(N1CCCCCC1)N1CCN(S(=O)(=O)c2ccccc2)CC1	12	1	18	2	6	-2.6	6	17	-4
COc1ccccc1-c1nc2ccccc2c(=O)n1O	14	-1	-14	1	13	-0.7	7	-19	4
COC(=O)C(O)(NC(=O)OCc1ccccc1)C(F)(F)F (stereo not drawn)	11	-3	12	2	1	-1.5	-3	-3	-2
O=C(O)c1ccccc1C(=O)NNc1ccc(Cl)cc1Cl	14	-3	-45	1	3	0.8	-77	-42	-1
COC(=O)c1cc(Nc2cc(C)c3ccc(O)cc3n2)cc(C(=O)OC)c1	3	-1	-19	-4	13	4.8	-1	-1	0
CC1CC(C)CN(C(=O)COC(=O)c2ccc(Cl)nc2)C1 (stereo not drawn)	-14	-9	-2	-2	9	1.6	3	-2	-3
O=C(NCCc1ccccc1)C(=O)NC1CCCCC1	1	3	-10	-1	4	-0.2	-6	-19	-3
O=C(Cn1cnc([N+](=O)[O-])n1)N/N=C/c1cc(Cl)ccc1O	27	7	4	-2	-31	1.1	13	12	0

In the list so far, 14 contain a Cl atom:
SMILES	NALP3 yeast inh	APJ agonist	tim23-1 inh	GRIN3A LBD mod	APJ antagonist	MPTP inh	TIM10 inh	tim10-1 inh	beta cell repl
CSc1cccc(NC(=O)/C=C/c2cccc(Cl)c2)c1	19	-1	48	67*	-5	73*	29	16	0
CC(C)c1nnc(NC(=O)CCC(=O)N2CCN(c3cccc(Cl)c3)CC2)s1	-2	-1	11	-2	-2	-1.3	12	10	1
NC(=O)C1CC(=O)N(c2ccc(OCc3ccc(Cl)cc3Cl)cc2)C1 (stereo not drawn)	12	-4	19	-2	-1	2.1	25	21	-3
CC1=CCC2C(=O)N(c3cccc(C(=O)Nc4ccccc4Cl)c3)C(=O)C2C1 (stereo not drawn)	17	5	20	-1	7	0.4	-6	21	-1
COc1cccc(OC)c1-c1nn(-c2ncc(C(F)(F)F)cc2Cl)c(=O)o1	22	1	17	-5	-5	0.1	1	6	-2
O=[N+]([O-])c1ccc(CN2CCN(c3ccccc3Cl)CC2)o1	30	2	28	0	2	-0.3	26	17	1
O=[N+]([O-])c1ccc2c(c1Nc1ccccc1Cl)=NC1(CCCCC1)N=2	26	3	25	0	-18	6.2	12	15	-4
Nc1cc(S(=O)(=O)Nc2ccc(Cl)cc2)ccc1N1CCOCC1	-1	-7	14	1	-27	91*	-10	-5	-5
CC(C)CC(NC(=O)c1ccc(Cl)cc1)C(=O)OCc1cc([N+](=O)[O-])cc2c1OCOC2 (stereo not drawn)	16	-1	2	-8	3	1.6	-2	9	0
CCCCOc1ccc(CON(C(C)=O)C(C)=O)cc1Cl	-3	-6	27	-2	-15	0.5	4	20	-2
Cc1cc(C)cc(CC2CC(=O)N(c3ccc(Cl)cn3)C2=O)c1 (stereo not drawn)	25	-2	48	1	2	-0.7	51*	29	3
O=C(O)c1ccccc1C(=O)NNc1ccc(Cl)cc1Cl	14	-3	-45	1	3	0.8	-77	-42	-1
CC1CC(C)CN(C(=O)COC(=O)c2ccc(Cl)nc2)C1 (stereo not drawn)	-14	-9	-2	-2	9	1.6	3	-2	-3
O=C(Cn1cnc([N+](=O)[O-])n1)N/N=C/c1cc(Cl)ccc1O	27	7	4	-2	-31	1.1	13	12	0
